Source: PubChem (Southern Research Specialized Biocontainment Screening Center)
M. tuberculosis HTS: M. tuberculosis growth inhibition, HTS (AID 449762); M. tuberculosis H37Rv growth inhibition, 7H9 media; higher % means a stronger effect; inhibition, % at 25 µM; hits with a dose series show IC50 in µM; 330,000 compounds, 0.59% hits; in the data active = a potency from the dose series; inconclusive = inhibition above about 70% without an active follow-up result;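 also: bacterial growth assessed after seven days of incubation; strong numbers were not always called active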
M. tuberculosis: growth inhibition of non-replicating M. tuberculosis (AID 488890); Mycobacterium tuberculosis non-replicating, growth inhibition; higher % means a stronger effect; inhibition, % at 25 µM, or IC50 in µM where a hit was titrated; 320,000 compounds, 0.39% hits; in the data active = a potency from the dose series; inconclusive = inhibition mostly from about 82% at the one dose, without a potency; inactive = the rest, 99 in 100 with inhibition below about 76%;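 also: plate controls were DMSO cells for no effect and high antibiotic wells for full effect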
inhibitors of VEEV: inhibitors of VEEV TC-83 cytopathic effect, confirmation, Vero cells (AID 588727). Vero cells, VEEV TC-83 cytopathic effect inhibition; higher % means a stronger effect. inhibition, % at 20 µM, or IC50 in µM where a hit was titrated. 350,000 compounds, 0.13% hits; in the data active = a potency from the dose series; inconclusive = inhibition mostly from about 14% at the one dose, without a potency; inactive = the rest, 99 in 100 with inhibition below about 12%; also: strong numbers were not always called active
influenza NS1A: NS1A inhibition, H1N1 influenza, cell based functional assay (AID 504329) | NS1A functional cell-based assay, percent inhibition; higher % means a stronger effect | one-dose inhibition, % at 12.5 µM; IC50 in µM for titrated hits | 340,000 compounds, 0.3% hits; in the data active = a potency from the dose series; inconclusive = inhibition above about 27% without an active follow-up result; also: strong numbers were not always called active
PhoP GFP inhibition: PhoP regulon inhibitors, Salmonella typhi PhoP promoter GFP reporter, confirmatory (AID 1850); Salmonella Typhi PhoP-promoter GFP reporter, fluorescence, 4 h; higher % means a stronger effect; inhibition, % at 50 µM, or IC50 in µM where a hit was titrated; 310,000 compounds, 0.33% hits; in the data active = a potency from the dose series; inconclusive = inhibition mostly from about 25% at the one dose, without a potency; inactive = the rest, 99 in 100 with inhibition below about 19%;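 also: 0% = induced wells with vehicle and 100% = uninduced wells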
inhibitors of VEEV 10K pilot screen: also measured in inhibitors of VEEV; calls as there; inhibition, %; measured here: 10K pilot screen inhibition
An asterisk follows results filed as active; i = inactive; ? = inconclusive; . = not tested or not shown; & = joins results of further samples.

SMILES | M. tuberculosis HTS | M. tuberculosis | inhibitors of VEEV | influenza NS1A | PhoP GFP inhibition | others
Cc1sc2nc(-c3ccc(Br)cc3)oc(=O)c2c1C | 7% | 49% | 0.3% | -11% | -7%
O=CN1CCCN(Cc2nc(Cc3ccccc3F)no2)CC1 | -3% | -18% | 0.7% | -9% | -3% | inhibitors of VEEV 10K pilot screen=1.4
Oc1ccc(C[C@H]2CNCCN2CCc2cccc3ccccc23)cc1 | 2% | 38% | 3.0% | 6% | 11%
COc1ccc(C(=O)Cc2cc(OC)c(OC)cc2C(=O)c2ccccc2F)cc1OC | -5% | 26% | 2.8% | 11% | -11%
O=C1CSC(c2cn(-c3ccccc3)nc2-c2cc3ccccc3oc2=O)N1Cc1cccnc1 (configuration not stated) | 6% | 31% | 7.2% | -14% | -5%
Cc1ccc(N2C(=O)CSC2c2c(F)cccc2Cl)cc1 (configuration not stated) | 4% | 15% | i | 2% | -8%
O=C(NNS(=O)(=O)c1ccc(CCCl)cc1)C(O)(c1ccccc1)c1ccccc1 | -1% | 1% | i | 0% | -19%
NC1=NN(c2c(Cl)cc(Cl)cc2Cl)C(=O)C1 | . | . | 3.3% | -25% | .
Cc1cc(NC(=O)CCN2C(=O)C3C4CCC(C4)C3C2=O)cc(C)c1Br (configuration not stated) | 5% | 28% | 5.9% | 7% | -11%
COc1ccccc1OCc1ccc(C(=O)N(C)c2ccccc2)o1 | -2% | 17% | 0.2% | -6% | -5%
CCOC(=O)C1=C(N)OC2=C(C(=O)CCC2)C12C(=O)Nc1ccccc12 (configuration not stated) | -3% | 4% | 0.2% | 0% | -2%
Cc1ccc(CN=C(N)Nc2nc(C)cc(C)n2)cc1 | -2% | 29% | 8.6% | 0% | 0%
COCc1ccc(C(=O)N2CCCC(C(=O)c3ccc(Cl)cc3C)C2)o1 (configuration not stated) | -6% | 12% | i | 5% | -6%
CCC(C)c1c(NS(=O)(=O)c2ccc(C)cc2)o[nH]c1=O (configuration not stated) | . | . | 0.8% | -17% | .
Cc1cccc(CCNC(=O)c2cccc(NC3=NC4CS(=O)(=O)CC4S3)c2)c1 (configuration not stated) | 0% | -3% | 1.2% | 3% | 5% | inhibitors of VEEV 10K pilot screen=0.8
O=C(NCCc1nnc2ccc(NCc3cccnc3)nn12)c1ccccc1F | -1% | 2% | 0.1% | -12% | 15%
CNc1ccccc1 | -14% | 0% | 0.6% | 0% | .
Cc1ccc(-n2c(C)nc3cc(Cl)ccc3c2=O)nc1 | 3% | -2% | i | -4% | -3%
CC(C)C1CC(O)(C2(O)CCCCC2)ON1 (configuration not stated) | -15% | 6% | 1.2% | -1% | -10%
Oc1ccc2c3c1O[C@H]1c4oc5ccccc5c4C[C@@]4(O)[C@@H](C2)N(CC2CC2)CC[C@]314 | 11% | 19% | i | 7% | -17%
Cc1oc(-c2ccc(Cl)cc2)nc1CN1CCC(C(=O)NCCCN2CCCC2=O)CC1 | -5% | -22% | i | 4% | 0%
O=C(NC1CCN(Cc2ccccc2)CC1)c1ccccc1F | 0% | 1% | i | 8% | 0%
Cc1cccc(C(=O)OCC(=O)c2c(N)n(CC(C)C)c(=O)n(C)c2=O)c1[N+](=O)[O-] | -1% | 1% | 10% | -3% | 7%
O=C(Cn1nc(-c2ccccc2)nc1-c1ccccc1)N1CCOCC1 | 3% | -13% | 1.9% | 1% | -7%
C=C(C)Cn1c(=O)c2c(nc3n2CCCN3Cc2ccccc2)n(C)c1=O | 5% | 13% | 2.1% | -10% | 6%
Next section
SMILES | M. tuberculosis HTS | M. tuberculosis | inhibitors of VEEV | influenza NS1A | PhoP GFP inhibition | others
CN1Cc2c(N3CCOCC3)nc3sc(C(=O)c4ccc(Br)cc4)c(N)c3c2CC1(C)C | ? | 75% | i | . | 7%
C=CCN(c1ccccc1)S(=O)(=O)c1cccc(C(=O)Nc2nc3ccccc3[nH]2)c1 | -20% | -13% | 11% | 1% | 0%
CC1COc2ccccc2N1C(=O)c1ccc(Cl)nc1 (configuration not stated) | 7% | 20% | i | 8% | -5%
C/C(N)=C(/C#N)C(=O)COc1ncnc2ccc(Br)cc12 | 1% | 4% | 8.6% | 12% | -3%
COCc1cc(=O)[nH]c(/N=C(\N)Nc2cccc(Cl)c2)n1 | 0% | -8% | 9.2% | . | 1%
CCc1ccccc1NC(=O)CN(C)C(=O)c1cc(C2CC2)nn1-c1ccccc1 | -2% | 24% | 3.1% | 6% | .
O=S(=O)(O)c1ccc(N2N=C(c3ccccc3)CC2c2ccccc2)cc1 (configuration not stated) | 4% | 10% | 0.4% | -11% | -2%
CSc1nc(NCC(C)C)nc(N2CCOCC2)n1 | 0% | -1% | 3.8% | -4% | 17%
Cc1ccc(C(=O)Nc2cccnc2)cc1S(=O)(=O)N1CCCCCC1 | -1% | 21% | 7.3% | -9% | -2%
CCOC(=O)C1CCCN(C(=O)C2CCN(S(=O)(=O)c3ccc4ccccc4c3)CC2)C1 (configuration not stated) | -2% | 5% | 2.9% | -9% | -4%
CC(C)C(NC(=O)C1CCCCC1)C(=O)NCc1ccccn1 (configuration not stated) | 0% | 3% | 0.6% | 1% | 0%
Cc1ccc(S(=O)(=O)N2CCN(CC(=O)Nc3ccccc3Cl)CC2)cc1 | 4% | 0% | 1.2% | -1% | .
Cc1ccc(-n2nc3c(=O)n(CCCC(=O)N4CCC(C(N)=O)CC4)nc(C)c3c2C)cc1 | -3% | -19% | 0.4% | -2% | -15%
COC(=O)CCC(=O)OC1(C)C(=O)C=C2C=C(C3CC3)N(CCCOC(C)C)C=C2C1=O (configuration not stated) | 10% | 13% | i | -12% | -4%
CC(=O)c1cccc(N(C(=O)Cn2nnc3ccccc32)C(C(=O)NCc2ccccc2)c2ccccn2)c1 (configuration not stated) | 0% | 31% | 3.8% | -5% | 14%
Cc1ccccc1-c1cc(C(=O)n2cccn2)c2cc(Cl)ccc2n1 | -5% | 51% | 3.9% | -1% | -3%
COc1ccc(C(=O)NC(=S)Nc2ccc(S(=O)(=O)Nc3cc(OC)nc(OC)n3)cc2)cc1 | 1% | 45% | 3.2% | -1% | 2%
COc1ccc2[nH]c(=O)c(C(c3nnnn3CC3CCCO3)N3CCc4ccccc4C3)cc2c1 (configuration not stated) | -9% | 34% | 5.5% | -5% | -5%&-12%
Cc1cc(C(F)F)n2ncc(C(=O)NCc3ccccc3F)c2n1 | -1% | 4% | i | -23% | 2%
COc1ccc(-n2ccnc2SCC(=O)NC2CCCC2)cc1 | -7% | -4% | 3.3% | -1% | .
COc1ccccc1NC(=O)Oc1cccc(OC(=O)c2ccccc2)c1 | 5% | 74% | i | -11% | -1%
Cc1ccc(CC(=O)Nc2cc([N+](=O)[O-])ccc2F)cc1 | 6% | 10% | i | 12% | -4%
C[C@H](NC(=O)c1cc2c(cn1)[nH]c1ccccc12)C(=O)O | 61% | 77% | 0.3% | -2% | 6%
CC(=O)Nc1ccc(NC2=Nc3ccccc3N3C2=Nc2c(c(C)nn2-c2ccccc2)C3c2ccccc2)cc1 (configuration not stated) | ? | 43% | 6.6% | 12% | -34%
CC(C)(C)c1ccccc1OCC(=O)Nc1ncn[nH]1 | -6% | 8% | 2.9% | 18% | -4% | inhibitors of VEEV 10K pilot screen=2.0
The list goes on:
SMILES | M. tuberculosis HTS | M. tuberculosis | inhibitors of VEEV | influenza NS1A | PhoP GFP inhibition | others
CCCCn1c(=O)cc(O)c2ccccc21 | -4% | 10% | i | 19% | -8%
CCN(CC)C(=O)N1CCN(S(=O)(=O)c2ccc(C)cc2)CC1 | -6% | -3% | 0.8% | -6% | -3%
CCOCCCNC(=O)CN1CCN(Cc2ccccc2C)C1=O | -1% | . | 0.5% | 25% | 24%
COC(=O)C1=C(O)/C(=C\c2sccc2C)N=C1C | -1% | -4% | i | 14% | -3%
NC(=O)C1(N2CCCCC2)CCN(Cc2nc(-c3cccs3)no2)CC1 | 7% | 1% | 0.7% | 6% | -13%
CSC1=NC(NCCCO)c2c(sc3c2CC(C)(C)OC3)N1 (configuration not stated) | -17% | 14% | 7.0% | 14% | -1%
COc1cc2c(cc1OC)C1C(C(=O)Nc3ccccc3N3CCN(C)CC3)c3ccccc3C(=O)N1CC2 (configuration not stated) | 5% | -1% | 1.3% | 0% | -4%
CC1CCCCC1NC(=O)CN1CCN(S(=O)(=O)c2ccc(Br)s2)CC1 (configuration not stated) | 6% | 47% | 3.8% | 2% | .
O=C(NNc1nc(Nc2ccccc2)nc(N2CCOCC2)n1)Nc1ccc(Cl)cc1 | ? | 15% | 3.1% | 2% | 7% | inhibitors of VEEV 10K pilot screen=1.4
COc1ccc(-c2ccc3c(c2)S(=O)(=O)c2cccc(C(=O)NC4CC4)c2C3=O)cc1OC | 6% | 18% | 1.1% | 5% | .
COc1ccc(C(=O)NCCCN(C)CCCNC(=O)c2ccc(OC)cc2)cc1 | 0% | -8% | 0.5% | -2% | 0%
Cc1ccc(C(=O)NCCc2ccccc2)cc1S(=O)(=O)N1CCOCC1 | -8% | 14% | 2.1% | -8% | .
Cc1cccc(N/N=C/c2c(O)[nH]c(=S)[nH]c2=O)c1 | 0% | -11% | i | 1% | -5%
O=C(c1ccccc1)C1(c2ccccc2)OC1c1ccccc1 (configuration not stated) | . | . | 1.7% | -4% | .
COC(=O)c1sccc1NC(=O)NC1CCCCC1 | 1% | 3% | 1.2% | -1% | 10%
CC(=O)N(Cc1ccc2c(c1)OCO2)C1CC(=O)N(CCc2ccccc2)C1=O (configuration not stated) | -4% | 30% | 0.9% | -18% | 0%
COCC(C)NC(=O)c1cc(-c2ccc(OC)c(OC)c2)on1 (configuration not stated) | 0% | 6% | 0.2% | 2% | -5%
O=[N+]([O-])c1ccc2cn(-c3ccccc3)nc2c1 | 11% | 78% | i | 12% | 9%
C=CCn1c(SCC(=O)NCc2ccco2)nnc1-c1ccc2ccccc2n1 | -11% | 40% | 0.3% | 6% | -7%
COc1ccc(-c2noc(CSc3nnc(Cc4ccccc4)n3-c3cccc(C)c3)n2)cc1OC | 3% | 13% | 1.1% | -2% | -11%
COc1ccc(-c2cc(C(F)(F)F)n3nc(C(=O)NCc4ccco4)c(Cl)c3n2)cc1 | 4% | 6% | i | 4% | -5%
Nc1ccc(S(=O)(=O)NC(=O)c2ccccc2)cc1 | 26% | 66% | 1.1% | 2% | 7%
COc1ccc(Cl)cc1CNCCCSc1ncccn1 | 0% | 9% | 0.1% | -6% | 2%
CC(=O)Nc1cccc(OCCCNC(=O)c2cccc3ccccc23)c1 | 5% | 8% | i | . | 13%
C/C(=N\NC(=O)c1nnn(-c2nonc2N)c1CN1CCOCC1)c1ccc(CC(C)C)cc1 | 4% | 18% | 4.5% | -3% | 7%
CCN(CC)c1ccc(NC(=O)c2ccc(Br)o2)c(C)c1 | 13% | 47% | i | 8% | -11% | inhibitors of VEEV 10K pilot screen=1.1
CC1=C(C(N)=O)C(c2ccncc2)n2nc(-c3ccccc3Cl)nc2N1 (configuration not stated) | 7% | -2% | 1.4% | 12% | -14%
O=C(Nc1cccc(S(=O)(=O)NC2=NCCC2)c1)c1ccc(F)cc1F | 4% | -6% | 1.9% | -4% | .
CCC(CO)Oc1cc(NCc2cccc(Cl)c2)c2ncn(C(C)C)c2c1 (configuration not stated) | 15% | . | 4.6% | 0% | .
C[C@]12C=CC(=O)C=C1CC[C@@H]1[C@@H]2[C@@H](O)C[C@@]2(C)[C@H]1CC[C@]2(O)C(=O)CO | 0% | -2% | 1.9% | 4% | 4%

Sorted by molecular weight (ascending): 7 of the compounds above
SMILES | M. tuberculosis HTS | M. tuberculosis | inhibitors of VEEV | influenza NS1A | PhoP GFP inhibition | others
COC(=O)c1sccc1NC(=O)NC1CCCCC1 | 1% | 3% | 1.2% | -1% | 10%
COc1ccc(-n2ccnc2SCC(=O)NC2CCCC2)cc1 | -7% | -4% | 3.3% | -1% | .
CCOCCCNC(=O)CN1CCN(Cc2ccccc2C)C1=O | -1% | . | 0.5% | 25% | 24%
COc1ccccc1OCc1ccc(C(=O)N(C)c2ccccc2)o1 | -2% | 17% | 0.2% | -6% | -5%
CC(=O)Nc1cccc(OCCCNC(=O)c2cccc3ccccc23)c1 | 5% | 8% | i | . | 13%
O=C(NNc1nc(Nc2ccccc2)nc(N2CCOCC2)n1)Nc1ccc(Cl)cc1 | ? | 15% | 3.1% | 2% | 7% | inhibitors of VEEV 10K pilot screen=1.4
CC(=O)c1cccc(N(C(=O)Cn2nnc3ccccc32)C(C(=O)NCc2ccccc2)c2ccccn2)c1 (configuration not stated) | 0% | 31% | 3.8% | -5% | 14%
